ALOX12 inh: blocks human arachidonate 12S-lipoxygenase. Potency, µM (highest dose often 108 µM), inactives show top-dose activity change, negative = inhibition, hits mostly inhibitors. purified 12hLO, xylenol orange hydroperoxide absorbance. P18054. hit rate 1.1% among 580,000; active = well fitted inhibition curve with a large enough effect; inconclusive = small, poorly fitted or top-dose-only effect, or another doubt; inactive = no such curve, though single readings can be large or run the other way
Target sequence (P18054 whole entry, looked up): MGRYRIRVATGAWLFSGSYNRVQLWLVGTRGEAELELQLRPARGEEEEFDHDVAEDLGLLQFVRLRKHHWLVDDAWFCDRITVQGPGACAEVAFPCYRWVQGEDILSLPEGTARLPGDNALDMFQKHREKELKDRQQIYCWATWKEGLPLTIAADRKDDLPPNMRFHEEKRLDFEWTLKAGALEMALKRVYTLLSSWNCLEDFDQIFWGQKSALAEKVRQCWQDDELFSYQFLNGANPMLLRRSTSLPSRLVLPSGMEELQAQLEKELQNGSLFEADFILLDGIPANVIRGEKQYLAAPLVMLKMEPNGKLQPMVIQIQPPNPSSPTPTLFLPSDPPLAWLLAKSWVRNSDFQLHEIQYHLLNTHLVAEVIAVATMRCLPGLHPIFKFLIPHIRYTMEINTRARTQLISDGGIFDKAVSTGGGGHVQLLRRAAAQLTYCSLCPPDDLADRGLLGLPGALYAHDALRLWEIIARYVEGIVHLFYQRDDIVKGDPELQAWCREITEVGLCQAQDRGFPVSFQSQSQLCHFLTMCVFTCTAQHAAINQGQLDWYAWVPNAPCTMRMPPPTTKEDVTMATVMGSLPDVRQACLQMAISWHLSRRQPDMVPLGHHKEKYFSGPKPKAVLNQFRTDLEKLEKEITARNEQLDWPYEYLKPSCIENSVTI
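Purified human 12hLO at 150 nM in 25 mM Hepes, 0.01% Triton X-100, pH 7.0, preincubated 15 min at room temperature with compound. Reaction started with 40 uM arachidonic acid, 30 min at room temperature. Hydroperoxide measured by Fe-xylenol orange, 573/405 nm absorbance ratio.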
Starred values were filed as active, the others as inactive; ? = inconclusive; [ ] = dose if it differs, or a comment. % is scaled to controls: 0 for no effect and ±100 for the full control effect; potency is read from the fitted curve at half-maximal effect.

SMILES,ALOX12 inh
O=C(NCc1cccc(Cl)c1)C1CN(c2ccc(Cl)cc2)C(=O)N1 (stereo not drawn),6%
CCOC(=O)C1(C)CCN1C(=O)c1ccc(C(F)(F)F)cc1 (stereo not drawn),-4%
O=C1CC2(CCCCC2)C(=O)N1Cc1ncc(-c2ccccc2)o1,14%
CC(C)[C@@H]1NC(=O)[C@H]2C[C@@]3(C)c4ccccc4N[C@H]3N2C1=O,16%
Cn1ccc2c(-c3ccc(F)nc3)cc3c(c21)C1CCC3C1 (stereo not drawn),-36%
O=C1[C@@H]2C[C@@H](CN2C(=O)C2CC2)Oc2ccccc2N1Cc1ccccc1,-1%[176 µM]
O=C(CC1CCOCC1)NCC1CCN(Cc2ccccc2F)CC1,39%[activator]
Cc1nnc(CSc2nnc(Nc3ccccc3C)s2)o1,-5%
O=C(C1CC(=O)N(c2ccc(F)c(Cl)c2)C1)N1CCc2c(nc[nH]c2=O)C1 (stereo not drawn),16%
CC(C)C[C@@H]1COc2cccc(N3CCCC3)c2S(=O)(=O)N1,0%
Nc1[nH]c(C(=O)c2ccccc2)c(-c2ccc(Cl)cc2Cl)c1C(=O)NCCc1c[nH]c2ccccc12,58%[activator]
CCc1cccc(C)c1NC(=O)COC(=O)c1ccc(C2Nc3ccccc3S(=O)(=O)N2)cc1 (stereo not drawn),-26%
CN1CCCCC(NC(=O)COCc2ccccc2)C1=O (stereo not drawn),-4%
CC(C)(C)CC(=O)Nc1ccc([C@@H](O)[C@H]2COCC(=O)N2Cc2ccc(F)cc2)cc1,12%[176 µM]
Cc1ccc(S(=O)(=O)N2C[C@]3(O)C[C@@H]4C(=O)N(c5ccccc5)C(=O)[C@@H]4C[C@]3(OC(=O)NCc3ccco3)C2)cc1,-21%

Some of these compounds in order of their number in ALOX12 inh, falling.
Compound	ALOX12 inh
O=C(C1CC(=O)N(c2ccc(F)c(Cl)c2)C1)N1CCc2c(nc[nH]c2=O)C1 (stereo not drawn)	16%
O=C1CC2(CCCCC2)C(=O)N1Cc1ncc(-c2ccccc2)o1	14%
O=C(NCc1cccc(Cl)c1)C1CN(c2ccc(Cl)cc2)C(=O)N1 (stereo not drawn)	6%
CC(C)C[C@@H]1COc2cccc(N3CCCC3)c2S(=O)(=O)N1	0%
CCOC(=O)C1(C)CCN1C(=O)c1ccc(C(F)(F)F)cc1 (stereo not drawn)	-4%
Cc1nnc(CSc2nnc(Nc3ccccc3C)s2)o1	-5%

(cont.)
SMILES,ALOX12 inh
Cc1oc(-c2nc(C#N)c(NCCCN(C)C)o2)cc1S(=O)(=O)N1CCCC1,-6%
Cc1nc(NCCN2CCCC(C(N)=O)C2)c2cccnc2n1 (stereo not drawn),?
CCn1nccc1C(=O)NCCc1ncc(C)n1CCOC,13%
Cc1ccc(C(=O)N2C[C@@H](CO)[C@H](c3ccncc3)C2)c(C)c1,45%[activator]
CCN1C(=O)C(Cc2cc(OC)ccc2OC)c2ccccc21 (stereo not drawn),-8%
COC(=O)[C@@H](Cc1c[nH]c2ccccc12)NC(=O)[C@@H]1CN(C(=O)Nc2ccccc2)CCN1C(=O)NC(C)C,-29%
CCc1nnc(NC(=O)CCc2ccc(-c3ccc(C)cc3)o2)s1,?
O=C(Cc1c[nH]c2ccccc12)Nc1ccc(Nc2cccnc2)c(-c2ccc(F)c(F)c2)c1,0%
Cc1cccc(NC(=O)C(C#N)=C2CCCCC2)c1,29%
N#Cc1cccc(NC(=O)N[C@H]2[C@H](O)[C@@H](Sc3ccccc3)[C@@H]3OC[C@H]2O3)c1,15%[176 µM]
O=C(Nc1ccc(F)cc1)N1CCC(O)(c2csc(CN3CCN(c4ccccn4)CC3)n2)CC1,12%
CCc1nc2c(c(-c3ccc(OC)cc3)n1)CCN(C(=O)c1ccc(OC)cc1)CC2,7%[6.33 µM]
O=C(CCc1ccccc1)N1C[C@H]2OC(=O)N(CCCN3CCOCC3)[C@H]2C1,62%[activator]
COc1ccc(C2Cn3nnc(-c4nc(-c5ccccc5Cl)no4)c3CO2)cc1 (stereo not drawn),33%[activator]
Cc1nc(NC2CC2)sc1C(=O)NCc1ccncc1,21%

Among those listed so far, 3 contain a cyano group.
SMILES,ALOX12 inh
Cc1oc(-c2nc(C#N)c(NCCCN(C)C)o2)cc1S(=O)(=O)N1CCCC1,-6%
Cc1cccc(NC(=O)C(C#N)=C2CCCCC2)c1,29%
N#Cc1cccc(NC(=O)N[C@H]2[C@H](O)[C@@H](Sc3ccccc3)[C@@H]3OC[C@H]2O3)c1,15%[176 µM]

(listing goes on)
SMILES,ALOX12 inh
Cc1ccc(-c2nc(CC(=O)N(C)CC(=O)Nc3ccc(F)cc3)cs2)c(C)c1,-13%
C(=C\c1ccccc1)/CN1CCN(C(c2ccccc2)c2nnnn2Cc2ccccc2)CC1 (stereo not drawn),?
O=C(NC(c1ccccc1)c1cnccn1)C1CCN(Cc2ccc(Cl)c(Cl)c2)CC1 (stereo not drawn),5%
CC(C)C(NC(=O)Cc1ccc(N2CCCC2=O)cc1)c1nc2ccccc2[nH]1 (stereo not drawn),?
Cc1cccc(C(C)(C)C)c1NC(=O)N1CCOC(C(F)(F)F)C1 (stereo not drawn),17%
O=C(NCc1ccccn1)C1CN(S(=O)(=O)c2cccnc2)CC12CCCCC2 (stereo not drawn),69%[activator]
CC(=O)Nc1cccc(-c2cc(-c3ccncc3)c3cncn3c2)c1,?
OC1(c2csc(CN3CCN(c4ccccn4)CC3)n2)CCNCC1,22%[176 µM]
Cn1cccc1C(=O)N[C@H]1C[C@@H](C(=O)O)N(C(=O)CSCC(=O)N2C[C@@H](NC(=O)c3cccn3C)C[C@H]2C(=O)O)C1,?
COc1ccc(OCCNC(=O)Cc2n[nH]c(=O)c3ccccc23)cc1,5%
CN(C)C(CNC(=O)c1cc(=O)c2ccccc2o1)c1cccs1 (stereo not drawn),2%
Nc1c(-c2nc3ccccc3[nH]2)c2ccccn2c1C(=O)c1ccc(Cl)cc1,18%
O=C(Nc1ccccc1O)c1cc(-c2cccnc2)nc2ccccc12,4%
CCOc1ccccc1C(=O)N1CCC2(CC1)CN(C(C)=O)CC2COC (stereo not drawn),-6%
C(#CCN1CCN(Cc2ccccc2)CC1)COCCOCc1ccccc1,-1%
Cc1cccc(N2CCN(C(=O)c3noc(-c4ccc5c(c4)OCO5)n3)CC2)c1,-4%
O=C1NC2(CCCN(Cc3ccccc3C(F)(F)F)C2)COc2ccccc21 (stereo not drawn),81%[activator]
N#Cc1ccc(CNC(=O)[C@@H]2Cc3nc[nH]c3CN2CC2CCCCC2)cc1,113%[activator][176 µM]
CCCNc1c(NC(=O)CCc2ccccc2)c(=O)oc2ccccc12,-3%
Cc1[nH]c2ccccc2c1/C=C(\C#N)C(=O)NC(C)C,?
Cn1c(=O)c2nc(Cl)n(Cc3ccc(Cl)cc3)c2n(C)c1=O,-2%
CCCc1noc(-c2cn(C3CCN(C(=O)c4cc(F)cc(F)c4)CC3)nn2)n1,33%
CC(C)NC(=O)C[C@@H]1O[C@H](CNS(C)(=O)=O)[C@@H](O)[C@H]1O,45%[activator][176 µM]
CCn1ncc(CN2CC[C@@H]3C(=O)NCCCCCCN(Cc4ccncc4)[C@@H]3C2)c1C,70%[activator]
COc1ccc(C(=O)/C=C/c2ccc(C)cc2)cc1,?
CCOc1ncccc1C(=O)N[C@H](c1cncc(OC)c1)C1CC(O)C1 (stereo partly drawn),34%[activator]
CCOC(=O)c1ccccc1NC(=O)/C(C#N)=C\c1cc(OC)ccc1O,-8%
O=C(Cn1sc2ccccc2c1=O)Nc1ccc(Br)cc1,?
CSc1ccccc1NC(=O)COc1ccc2c(c1)CCC(=O)N2,?
C[C@@H]1O[C@@H](n2c3ccc(Cl)cc3c3ccc4c5cc(Cl)ccc5[nH]c4c32)[C@H](O)[C@H](O)[C@H]1O,?

In a second layout: results already given.
ALOX12 inh	smiles
113%[activator][176 µM]	N#Cc1ccc(CNC(=O)[C@@H]2Cc3nc[nH]c3CN2CC2CCCCC2)cc1
70%[activator]	CCn1ncc(CN2CC[C@@H]3C(=O)NCCCCCCN(Cc4ccncc4)[C@@H]3C2)c1C

Continuation.
SMILES,ALOX12 inh
CC1=C[C@@H](CNC(=O)CC(C)(C)CC(=O)O)[C@H](C(C)C)C[C@H]1Cc1nc2ccncc2[nH]1,?
O=C(NC1CCCN(c2cc(-c3ccc(F)cc3)[nH]n2)C1)c1ccccc1 (stereo not drawn),12%
Cn1c(C(=O)NCCNS(=O)(=O)c2cccs2)cc2ccccc21,-48%
COc1ccc(C(=O)N2CCC3(CC2)NC(=O)N(Cc2ccccc2)C3=O)c(C)c1,4%
Cc1cc(S(=O)(=O)Nc2ccc(C(=O)N3c4ccccc4CC3C)cc2)ccc1F (stereo not drawn),?
CC(C)n1nc(C(=O)NCC(C)(C)N2CCCCC2)c2ccccc2c1=O,-7%
O=C(c1ccc(Cl)nc1)N1CCC(N2CCCCCC2=O)CC1,30%[176 µM]
O=C(NCCc1noc(C2CC2)n1)C1(c2ccccc2)CC1,21%
COc1ccc2[nH]cc(C3CC(=O)Oc4c3c(=O)n(C)c3ccccc43)c2c1 (stereo not drawn),10%
O=S1(=O)c2c(cccc2N2CCCC2)O[C@H](COCc2ccccc2)CN1C1CC1,-7%
COc1ccc(NC(=O)Cn2c(-c3ccc(F)cc3)nc(C)c(CCO)c2=O)cc1Cl,22%
Cc1ccc(C2NC(=O)N(CC(=O)Nc3ccc(C(F)(F)F)cc3)C3=C2C(=O)OC3)cc1 (stereo not drawn),10µM*
Cc1cccnc1-c1cccc2c1OC(CNC(=O)C(=O)c1ccccc1)C2 (stereo not drawn),4%
CCC1(N2CCN(S(=O)(=O)c3ccc(F)c(C)c3)CC2)CCN(C(=O)NC)C1 (stereo not drawn),?
C/C(=N/Nc1ccc(S(N)(=O)=O)cc1[N+](=O)[O-])c1ccc(C)o1,32%
O=C(C1CC=CC1)N1C[C@@H](COc2cccnc2)[C@H](c2ccccn2)C1,24%
Cc1ccc(C(=O)N2CCC[C@@H]2C(=O)N2CCC[C@H]2C(=O)NCc2ccccc2)cc1,-8%
COc1cc(C2CC(=O)Nc3ccsc32)ccc1OCc1ccccc1 (stereo not drawn),8%
Nc1nc(SCc2ccccc2)sc1C(=O)N1CCCCC1,0%
C[S+](=O)([O-])c1cccc(-c2ncc3c(n2)OCCN(CC2CC2)C3=O)c1,-10%[176 µM]
CC(=O)N(C1CC1)C1CCOC2(CCN(C(=O)Cn3c(=O)oc4ccccc43)CC2)C1 (stereo not drawn),-12%
Cc1cccc(C)c1-n1nnnc1C1c2ccccc2C(=O)N1CCCN1CCOCC1 (stereo not drawn),34%
CC(C)N1C[C@H](O)C[C@H]1c1nnc2n1CCN(C(=O)c1cccc3nccnc13)CC2,102%[activator]
CC(C)c1cnc(-c2ccncc2)[nH]1,10%[12.5 µM]
COCCn1c(SC(C)C(=O)NC2CCCCCC2)nnc1-c1cccc(C)c1 (stereo not drawn),-26%
CC(=O)NC1(C)CCN(Cc2cccc(-c3ccc4c(ccn4C)c3)c2)C1 (stereo not drawn),32µM*
N#Cc1cc([N+](=O)[O-])ccc1NC(=O)COC(=O)C1(c2ccccc2F)CCCC1,?
Cc1cccc(NS(=O)(=O)c2cccc(C(=O)OCC(=O)c3ccc[nH]3)c2)c1,2%
O=C(c1ccc(Cl)cc1)N1CCC(n2cc(-c3nc(-c4ccccc4)no3)nn2)CC1,?
Cn1cc(C2CCN(C(=O)c3sc(Cl)c(Cl)c3Cl)CC2)c2ccccc21,-11%
COCCO[C@H]1C(=O)N(C2CCN(C(=O)Nc3ccccc3F)CC2)[C@H]1c1ccncc1,27%
O=C(Nc1ccc(Cl)c(C(F)(F)F)c1)c1cccc(I)c1,?
COc1cccc(CN2CCC3(CC2)CC(O)CCO3)c1OC (stereo not drawn),34%[activator]
O=C(NCc1nnc2n1CCC2)Nc1ccccc1,15%
Cc1ccc(C2Cn3nnc(C(=O)Nc4ccc(Br)cc4)c3CO2)cc1 (stereo not drawn),26%
CC(C)(C)c1nc(C(=O)N2CCOCC2)n2ccncc12,-3%[12.5 µM]
O=C(Cn1nc(-c2ccccc2)ccc1=O)N1CCc2ccccc2C1,9%
CCOc1ccc2ccccc2c1C(C(=O)O)N1CCN(CC2CC2)CC1 (stereo not drawn),?
CCOc1ccccc1NC(=O)c1ncoc1-c1cccc(C)c1,9%
O=C(NCc1ccc(F)cc1F)[C@@H]1CCCN1C(=O)[C@@H]1CCCN1C(=O)c1ccccc1,-3%
C[C@@H]1C[C@H](C)CN(C(C(=O)O)c2cn(C)c3ccc(C(=O)O)cc23)C1 (stereo partly drawn),?
CCN1CCCC1CNC(=O)CCC1CCN(Cc2cn(CC)c3ccccc23)CC1 (stereo not drawn),-1%
O=C(NCCNC(=O)c1cc(-c2ccncc2)nc2ccccc12)c1ccco1,?
CCn1cc(CN2C[C@@H]3C(=O)N(CCCN4CCCC4=O)C(=O)[C@@H]3C2)cn1,44%[activator]
CC(C)CCC(=O)N1C[C@@H]2CCCN3CCC[C@@H]([C@H]23)[C@H]1CCCC(=O)N1CCOCC1,17%
O=C1CSc2ccc(S(=O)(=O)Nc3ccccc3Cl)cc2N1,?
CCc1nnc([C@@H]2CC(F)(F)CN2Cc2cccn2C)o1,-8%
COc1cccc(N2C(=O)NC(=NC3CCCCC3)C23CCCN(C(=O)c2ccccc2)C3)c1 (stereo not drawn),?

Some of the compounds tested, so the mix of outcomes need not match the whole.
